# IDE cell inh: inhibits human insulin-degrading enzyme in HEK cells; 320,000 tested, 0.41% active; P14735; inhibition, % at 5.59 µM; FAbetaB cleavage, fluorescence polarization;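 active means percent inhibition above the average of all tested compounds plus 3 SD, set per screening campaign, cut at about 16% in these data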;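 further: IDE supplied by intact live HEK cells; FP after avidin binding of uncleaved biotin substrate so inhibition keeps polarization high; 0% = DMSO wells and 100% = 60 µM reference IDE inhibitor Ii1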
# IMP-1 inh: blocks Pseudomonas aeruginosa IMP-1 metallo-beta-lactamase; purified IMP-1, nitrocefin hydrolysis, epi-absorbance fluorescence; inhibition, % at 5.6 µM; 290,000 tested, 0.45% active;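 active means inhibition above the mean plus 3 SD of all compounds in the same screening run, cut at about 4.5% in these data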;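 further: 0% = IMP-1 with DMSO and 100% = DMSO wells lacking enzyme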
#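 System: Purified recombinant IMP-1 metallo-beta-lactamase enzyme | Measured by: Fluorescence quenching readout, ex 480/em 530 nm | Replication: Singlicate | Incubation: 15 min preincubation plus 25 min reaction at 25 °C | Evaluation: Percent inhibition from optical density relative to buffer-blank wells | Benchmarks: DMSO with and without IMP-1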
# HCV NS3 hel inh: blocks Hepatitis C virus NS3 helicase unwinding; inhibition, % at 10.9 µM; 290,000 tested, 0.56% active; NS3 helicase DNA unwinding, Cy5 molecular beacon fluorescence;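 active means inhibition above the mean of all tested compounds plus 3 SD, set per campaign, cut at about 35% in these data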;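 further: 0% = DMSO wells and 100% = thioflavine S control wells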
#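 assay system = NS3 helicase fragment of HCV | buffer or medium = MOPS pH 6.5, MgCl2, DTT, Tween20, BSA | timing = 60 min unwinding reaction at 25 °C after ATP addition | signal = Cy5 beacon fluorescence read at start and 1 h | read-out basis = % inhibition of unwinding | control set = low DMSO, high thioflavine S at 110 µM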
# IDE cell activ: IDE (human) activation, cell-based; P14735; HEK cells, FAbeta-B cleavage, fluorescence polarization; 0% vehicle, 100% cell-free pure enzyme wells; activation, % at 5.96 µM; 340,000 tested, 0.073% active; AID 493087;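 active means activation above the mean of all tested compounds plus 3 SD, set per screening campaign, cut at about 17% in these data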
# M18AAP inhibitor: PfM18AAP enzyme inhibition; recombinant PfM18AAP, H-Glu-NHMec fluorogenic cleavage; 290,000 tested, 1.2% active; AID 1822; inhibition, % at 7.35 µM;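 active means inhibition above the campaign mean inhibition over all tested compounds plus 3 SD, cut at about 28% in these data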;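 further: 0% = plate median of test compound wells and 100% = 2 mM ZnCl2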
# DNA FID counter: fluorescent intercalator displacement, NS3 helicase counter-screen; DNA fluorescent intercalator displacement, fluorescence; inhibition, % at 7.9 µM; 290,000 tested, 0.17% active; AID 1845; in the data active means inhibition above about 37%;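 further: 0% = vehicle and 100% = reference compound; higher means more ethidium bromide displaced from hairpin DNA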
# p-CIP stab down: lowers stability of the mouse p/CIP coactivator protein. Q05BA5. F442A p/CIP-EGFP cells, EGFP fluorescence, 16 h. decrease of EGFP signal, % at 10 µM. 290,000 tested, 0.01% active. AID 1984;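 active means EGFP signal decrease of at least 30% at 10 µM or well 3 SD below plate mean, unless failing retest; inactive means the rest, including hits failing retest or dose response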; further: some compounds called inactive have numbers as strong as hits; many of its hits are not listed in these tables
# VIM-2 inhibitor: inhibitors of Pseudomonas aeruginosa VIM-2 metallo-beta-lactamase; 290,000 tested, 0.89% active; purified VIM-2, nitrocefin hydrolysis, epi-absorbance fluorescence; AID 1527; inhibition, % at 5.6 µM;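 active means inhibition above the mean of all tested compounds plus 3 SD, cutoff set per screening run, cut at about 7.5% in these data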;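 further: red hydrolysis product quenches plate fluorescence so inhibitors raise well fluorescence; 0% = enzyme with DMSO and 100% = DMSO without enzyme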
# SUMO HTRF inh: inhibitors of human SUMOylation (UBC9). inhibition, % at 35 µM. HTRF SUMOylation assay, SAE1/SAE2 + UBC9, in vitro. P63279. 290,000 tested, 0.36% active; in the data active means inhibition above about 50%, passing the limit was not always enough; further: strong numbers were not always called active
# Target sequence (P63279 whole entry, looked up): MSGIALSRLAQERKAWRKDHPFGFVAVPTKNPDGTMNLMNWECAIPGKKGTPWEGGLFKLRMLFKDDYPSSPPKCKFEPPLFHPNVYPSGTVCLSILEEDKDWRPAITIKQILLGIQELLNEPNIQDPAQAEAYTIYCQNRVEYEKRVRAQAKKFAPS
# * hit, by the source's call; . = no result given.
# The line under a structure holds: IDE cell inh	IMP-1 inh	HCV NS3 hel inh	IDE cell activ	M18AAP inhibitor	DNA FID counter	p-CIP stab down	VIM-2 inhibitor	SUMO HTRF inh
O=CNC1CCCc2c1[nH]c1ccc(Cl)cc21 (stereo unspecified)
  10	-2.5	-6	-10	2	0	-7	2.5	-7
NS(=O)(=O)c1ccc(NC(=O)CSc2cn[nH]n2)cc1
  2	-4.1	-2	2	15	1	1	-1.0	7
Cc1ccccc1CS(=O)(=O)c1ccc(C(=O)N2CCC(C)CC2)cc1[N+](=O)[O-]
  2	-2.1	4	4	1	9	-1	-1.8	0
CCCC(C(=O)NC(C)(C)C)N(CC1CCCO1)C(=O)CNS(=O)(=O)c1ccc(F)cc1 (stereo unspecified)
  1	-1.8	-4	-1	0	-16	6	-3.5	-17
CCc1cc(=O)oc2cc(OCC(=O)NCCCN3CCOCC3)c(Cl)cc12
  -2	-1.9	2	3	4	1	-11	2.1	3
COCCn1c(SCC(=O)N2CCCCCC2)nc2c([nH]c3ccccc32)c1=O
  -1	-2.7	-8	-8	2	-44	-3	0.2	13
COc1ccc(/C=N/n2cnnc2SCc2ccc(OC)cc2)cc1
  -1	-1.6	-19	1	-4	-21	-6	-1.6	-5
Cc1ccc2c(C)c(C(=O)NCC(C)(C)N3CCOCC3)oc2c1C
  -1	-0.3	0	1	-2	-2	-4	3.1	13
CCOc1cccc(C(=O)Nc2cccnc2)c1
  -2	-3.0	-1	-3	-3	-4	-4	0.9	-3
CCCC1=C(C(=O)OCC)C(c2cc(Cl)cc(OC)c2OCc2ccccc2)NC(=O)N1 (stereo unspecified)
  4	-3.4	-11	1	8	-19	-4	-3.1	-29
CC1CCN(S(=O)(=O)c2ccc3c(c2)N(CC(=O)NCCCN2CCCC(C)C2)C(=O)CS3)CC1 (stereo unspecified)
  1	-2.1	-15	3	1	20	-3	-2.0	.
O=C1C2C3C=CC(C4CC34)C2C(=O)N1/N=C/c1ccc(-c2cccc([N+](=O)[O-])c2)o1 (stereo unspecified)
  5	-3.1	-2	2	4	5	4	-2.6	15
Cc1ccc(NC(=O)C2CC(=O)n3ncnc3N2)cc1C (stereo unspecified)
  -1	-1.1	6	5	8	-2	-4	-3.4	19
CCN1CCN(CCCNC(=O)Cn2cc3c(n2)CCCC3)CC1
  8	-3.5	-6	6	3	-4	-1	-0.7	11
COc1ccc(C=O)cc1OC(=O)C1(C)Cc2ccccc2C(=O)O1 (stereo unspecified)
  -5	-3.2	3	2	8	-1	-8	-3.8	-1
CCC(CO)NC(=O)c1ccccc1C(F)(F)F (stereo unspecified)
  -4	0.0	14	0	-11	-4	0	0.3	13
O=C(Nc1nc2c(s1)C(=O)CCC2)c1ccccc1
  -1	-3.2	-2	7	0	1	6	-2.5	12
O=C(c1ccco1)N1CCN(C(=O)c2oc(=O)c3ccccc3c2-c2ccccc2)CC1
  3	1.4	-2	4	-7	-25	-4	-5.0	3
COc1ccc(CCNC(=O)Cn2cccc2C(=O)c2ccccc2)c(OC)c1
  -1	-1.9	-2	-2	3	-25	-16	-1.2	3
Cc1ccc(C(=O)N2CCN(c3ccccn3)CC2)cc1[N+](=O)[O-]
  3	-1.5	16	2	-2	-5	30	-2.0	6
Cc1cc(C)n(CC(C)NC(=O)CCc2nnc(CCc3ccccc3)o2)n1 (stereo unspecified)
  -4	-1.8	5	1	-1	-22	10	-2.3	6
Cc1ccc(-n2nc3c(c2NC(=O)c2c(-c4ccccc4Cl)noc2C)CS(=O)(=O)C3)c(C)c1
  -1	-2.9	-4	3	-2	-24	0	-0.8	-7
O=C(CN1CCN(CC(=O)Nc2ccc(-c3ccccc3)cc2)CC1)Nc1ccc(F)cc1
  5	-4.3	-2	3	-2	-27	1	-2.1	14
NS(=O)(=O)c1ccc(CCNC(=O)C(c2ccccc2)c2ccccc2)cc1
  -3	-3.7	-2	-5	-3	-9	-7	-2.3	10
CCCC(=O)Nc1ccc(NC(=O)CCc2ccccc2)cn1
  2	-1.1	-19	4	-2	-9	-18	-2.4	23
CC(=O)c1cccc(Nc2nc(-c3sc(C)nc3C)cs2)c1
  6	-1.1	-8	-4	-3	-21	-7	1.8	-14
COc1ccc(OCC(=O)Nc2ccc(S(=O)(=O)N3CCCC3)cc2)cc1
  -2	-0.2	-4	2	5	-23	1	-3.2	10
CC(C)Cn1cc(F)c(=O)n(CC(C)C)c1=O
  3	-1.6	-1	4	-5	0	-6	-0.3	-1
O=C(Nc1ccc2ncccc2c1)c1ccccc1
  3	-4.7	-7	8	7	-1	-13	-2.9	7
CCC(=O)N/C(=N/c1nc(C)cc(C)n1)Nc1ccccc1
  12	-0.4	28	0	8	-14	-5	5.0	14
COCCCNC(=O)c1cc2c(=O)n(C)c3ccccc3c2n1C
  6	-2.8	6	1	-3	-13	-5	7.8*	7
COc1ccc(N2CCc3c(C)nc4c(OC)cc(OC)cc4c32)cc1
  0	-2.2	-21	-1	2	10	2	15*	17
CCOc1ccc(CNC(=S)N/N=C/c2cccnc2)cc1
  -2	-4.5	-15	-3	3	-8	-16	-2.5	-4
O=C(c1nn2c(C(F)(F)F)cc(-c3ccco3)nc2c1Br)N1CCCc2ccccc21
  -2	-3.2	16	2	1	-25	-6	-1.1	25
O=C(NCCc1ccccc1)c1ccc(-c2ccc(F)cc2)o1
  1	-0.1	6	2	-10	-20	0	0.1	-12
COc1ccc(CC(=O)N2CC(C)CC(C)C2)cc1OC (stereo unspecified)
  -2	-5.9	6	1	0	-17	-9	-5.8	7
CCn1c(/C=C/c2ccc(F)cc2)nc2ccccc2c1=O
  0	-2.7	4	1	-3	-25	-3	0.2	14
COc1ccc2[nH]c3c(N4CCc5ccccc5C4)ncnc3c2c1
  20*	-3.3	-45	-27	0	8	2	-2.9	-12
Cc1cc(C)cc(N(CC(=O)N2CC=C(c3ccccc3)CC2)S(=O)(=O)c2c(C)noc2C)c1
  4	-3.1	10	1	-7	-19	9	-2.9	-12
COc1ccc(NC(=O)/C=C/c2ccc(OC(F)F)cc2)cn1
  7	-0.3	0	-4	8	-8	11	-1.7	-20
Cc1ccc(S(=O)(=O)c2nnn3c2nc(N2CCC(C(N)=O)CC2)c2ccccc23)cc1
  9	1.3	-7	1	-2	-35	7	4.7	9
CCc1ccc(C(=O)CSc2nc(C)cc(=O)[nH]2)cc1
  4	-3.4	6	13	-9	-17	-6	-1.4	18
Cc1c(-c2ccc(O)cc2)nc2nc(-c3ccccc3)c(-c3ccccc3)nn12
  92*	-5.1	16	.	-2	-9	3	-3.5	-3
COc1cccc2c1Oc1ncccc1N(C(=O)CCC(=O)NCc1ccccc1Cl)C2
  1	-3.3	5	5	-14	-35	7	-0.1	9
COc1ccc(NC(=S)N2CCN(C(=O)C3CCCO3)CC2)c(OC)c1 (stereo unspecified)
  0	-3.3	-15	4	10	-1	-16	-3.0	10
CC(C)CN(C(=O)CN1CCN(c2ccc(O)cc2)CC1)c1c(N)n(CC(C)C)c(=O)[nH]c1=O
  3	-5.4	-9	8	23	-8	1	0.6	1
C=CCNc1cc(C)oc(=O)c1C(=O)CC
  11	-0.5	-11	-1	-2	-1	3	-0.2	18
CC(C)CCNC(=O)c1ccccc1NC(=O)C1=CSCCO1
  -1	-2.4	9	0	8	-27	-1	-2.2	11
CS(=O)(=O)N1CCC(Oc2ccccc2C(=O)N2CCC[C@H]2CO)CC1
  2	-3.1	-2	1	-16	-8	-14	-1.6	16
COc1ccc(C2CC(=O)NC3=C2C(=O)CCC3)cc1Cl (stereo unspecified)
  -2	0.0	0	1	0	1	-16	-3.5	-3
Cc1ccc(C)c(OCC(=O)NC2CCCCCC2)c1
  3	-0.4	1	2	4	-41	-12	-3.5	-1
Nc1ccc(C(=O)OCCCc2nc3ccccc3[nH]2)cc1
  -2	-2.4	0	2	-1	3	5	-0.6	8
CCOC(=O)N1CCN(c2ccc(Cl)c(Cl)c2)CC1
  6	0.0	-1	-7	-13	-11	-11	0.1	5
c1ccc(CN2CCOCCOCCOCCOCC2)cc1
  9	0.9	1	1	-15	1	0	0.7	1
O=C(N/N=C\c1ccncc1)c1ccc(Br)s1
  .	-2.2	1	-1	0	-4	-15	3.5	6
C=CCSC1=N/C(=C\C=C\c2ccco2)C(=O)S1
  4	0.2	42*	4	11	-11	0	-1.2	43
O=C(CCn1cncn1)N1CCCC(N2CCN(c3cccc(C(F)(F)F)c3)CC2)C1 (stereo unspecified)
  0	-0.5	-8	0	-6	-30	-9	-1.2	15
COc1cccc(CNc2ccccc2O)c1OCc1ccccc1F
  -3	-3.2	18	7	3	-4	3	-0.5	-2
Cc1ccc(NC(=S)N2CCCC2)cc1
  -6	-1.2	-1	5	-4	0	13	0.5	-12
O=C(CSc1ncnc2ccccc12)c1ccco1
  4	-4.2	4	2	7	6	-2	0.1	17

# (listing goes on)
# The line under a structure holds: IDE cell inh	IMP-1 inh	HCV NS3 hel inh	IDE cell activ	M18AAP inhibitor	DNA FID counter	p-CIP stab down	VIM-2 inhibitor	SUMO HTRF inh
O=C(c1ccc(C(F)(F)F)n(Cc2ccc(Cl)cc2)c1=O)N1CCOCC1
  1	-3.6	-14	5	3	-32	7	-1.7	-16
Cc1cccc(CNC(=O)C2CCC(=O)N(C3CCCC3)C2)c1 (stereo unspecified)
  4	-2.6	-8	3	2	-12	5	-4.4	-14
Cc1cccc(NC(=O)/C=C/c2ccc3c(c2)OCO3)n1
  1	-3.0	5	-1	-13	-2	1	-2.0	15
CCCNC(=O)c1ccccc1NC(=O)c1ccc2c(c1)NC(=O)C(C)S2 (stereo unspecified)
  4	-5.1	2	3	0	-25	-2	-1.7	0
COc1cc(/C=C2\SC(=S)N(NC(=O)c3ccc(O)cc3)C2=O)ccc1O
  85*	-6.7	-7	-85	9	14	-34	-7.4	-6
Cc1ccc(C2N(c3ccc(Cl)c(Cl)c3)C(=O)C3CCCN32)o1 (stereo unspecified)
  7	-1.6	10	-7	-11	-3	-4	-0.8	16
CCCSC1=N/C(=C/c2ccsc2)C(=O)N1c1ccccc1
  -3	0.0	-8	4	-3	3	8	-0.3	-26
CCCCCCn1c(NCC)nc2c1c(=O)[nH]c(=O)n2C
  -3	-3.4	4	1	5	-6	6	0.7	11
COc1ccccc1C(=O)N(CCC1CCCN1C)c1nc2ccccc2s1 (stereo unspecified)
  -2	-2.0	-41	-2	-2	42*	-24	2.9	9
CC(=O)Cn1ncc(N2CCOCC2)cc1=O
  -10	-2.7	-2	-1	2	0	-1	-3.0	-6

# Marked active in HCV NS3 hel inh (from the list above):
Structure	IDE cell inh	IMP-1 inh	HCV NS3 hel inh	IDE cell activ	M18AAP inhibitor	p-CIP stab down	VIM-2 inhibitor	SUMO HTRF inh
C=CCSC1=N/C(=C\C=C\c2ccco2)C(=O)S1	4	0.2	42*	4	11	0	-1.2	43

# Compound activity as filed in PubChem.
